From PubChem BioAssay
GLP-1R agonist: agonists of human GLP-1 receptor; AID 624172; Potency, µM (series often up to 45.6 µM), for the others: top-dose activation, most hits filed as activators; HEK293 GLP-1R CRE-luciferase, luminescence, 4-6 h; cells express a hypersensitive GLP-1R form; actives 0.007% (n = 380,000); note: potency is the fitted concentration of half-maximal effect; % of control where 0% means no effect
GLP1R inv ag: acts as inverse agonist at human GLP-1 receptor; HEK293 GLP-1R CRE-luciferase, luminescence, 24 h; GLP-1R form is constitutively active; AID 624417; Potency, µM (doses to about 38.3 µM), inactives show top-dose activity change, negative = inhibition, most hits filed as inhibitors; actives 1.6% (n = 410,000); note: potency is the fitted concentration of half-maximal effect; % is set by controls: 0 for no effect and ±100 for the full control effect; nearly all actives have a fitted effect of over 55% in size
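Readout was luciferase luminescence, measured 12 min after detection reagent at room temperature. Beforehand, GLP-1R reporter HEK293 cells had sat 12 h, then received compounds for 24 hr at 37 deg C.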
TDP43 rescue: TDP-43 toxicity inhibition in yeast; TDP-43 expressing yeast growth rescue, BacTiter-Glo, 24 h; AID 652104; actives 1.8% (n = 410,000); Potency, µM (highest dose often 46.1 µM), without a hit: top-dose growth rescue (activation), actives largely listed as activators; note: potency is the fitted concentration of half-maximal effect; % of control where 0% means no effect; nearly all actives have a fitted effect of over 50% in size
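Readout is BacTiter-Glo luminescence of cell growth, so inhibitors register as activators. TDP-43-expressing yeast at OD600=0.02 in galactose medium, after raffinose pregrowth to mid-log, were incubated with compound for 24 hr at 30 deg C.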
KB-V1 MDR tox: kills drug-selected multidrug resistant KB-V1 cells; KB-V1 MDR cells viability, CellTiter-Glo, 72 h; Potency, µM (titrated, usually from 46.1 µM), for inactives: top-dose activity change, negative = cytotoxicity, actives largely listed as cytotoxic; actives 3.4% (n = 400,000); note: potency is the fitted concentration of half-maximal effect; % is set by controls: 0 for no effect and ±100 for the full control effect; nearly all actives have a fitted effect of over 60% in size
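Cells of the MDR subline KB-V1 are plated, dosed with compound at multiple concentrations, and incubated 72 h at 37 degrees C; CellTiter-Glo is then added and luminescence read after 10 min.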
DRD3 agonist: D3 dopamine receptor (human) agonism. AID 652048. actives 0.58% (n = 410,000). max activation, %. P35462. D3R DiscoveRx beta-arrestin cells, luminescence, 90 min; in the data active = max activation above about 30%; note: 0% is about no effect; mostly tested at two doses, the higher about 12 µM
Target sequence (P35462 whole entry, looked up): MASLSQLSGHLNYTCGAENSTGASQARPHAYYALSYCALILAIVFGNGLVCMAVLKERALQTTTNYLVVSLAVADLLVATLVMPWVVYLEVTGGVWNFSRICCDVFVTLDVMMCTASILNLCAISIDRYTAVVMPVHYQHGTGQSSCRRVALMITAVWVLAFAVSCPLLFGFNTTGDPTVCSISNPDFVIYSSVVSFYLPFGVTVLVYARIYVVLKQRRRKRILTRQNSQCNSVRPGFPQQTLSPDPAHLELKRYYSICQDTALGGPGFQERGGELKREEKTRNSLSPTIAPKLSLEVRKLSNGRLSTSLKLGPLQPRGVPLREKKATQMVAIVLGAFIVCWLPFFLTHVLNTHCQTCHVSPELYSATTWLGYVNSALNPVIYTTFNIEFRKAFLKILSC
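Agonist mode: compounds and dopamine controls were applied to plated cells for 90 min at 37 degrees C after an overnight attachment at 1500 cells/well. Luminescent read-out followed 30 - 60 minutes at room temperature with DiscoveRx detection reagent.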
DRD3 antagonist: antagonists of human D3 dopamine receptor; D3R cells, DiscoveRx beta-arrestin luminescence, antagonist mode; stronger effect = lower value; max response, negative = inhibition, %; actives 2.5% (n = 360,000); AID 652054; in the data active = max response below about -50%; inconclusive = no clear call, values can overlap the other calls; note: % is set by controls: 0 for no effect and ±100 for the full control effect; mostly tested at two doses, the higher about 12 µM
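Cells expressing the human receptor were seeded at 1500 cells/well, incubated overnight at 37 degrees C in 5% CO2, then exposed to library compounds with dopamine controls for 90 minutes at 37 degrees C before luminescent detection.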
PTHR1 agonist: activates the human parathyroid hormone receptor PTHR1; Q03431; HEK293 GP2 PTHR1 cells, GloSensor cAMP luminescence, 1 h; Potency, µM (titrated, usually from 115 µM), for inactives: top-dose activation, most hits filed as activators; actives 0.075% (n = 410,000); note: potency is the fitted concentration of half-maximal effect; nearly all actives have a fitted effect of over 55% in size; some results filed as inactive show a strong effect at the top dose; inactives centre near -15; many of its hits are not listed in these tables
Target sequence (Q03431 whole entry, looked up): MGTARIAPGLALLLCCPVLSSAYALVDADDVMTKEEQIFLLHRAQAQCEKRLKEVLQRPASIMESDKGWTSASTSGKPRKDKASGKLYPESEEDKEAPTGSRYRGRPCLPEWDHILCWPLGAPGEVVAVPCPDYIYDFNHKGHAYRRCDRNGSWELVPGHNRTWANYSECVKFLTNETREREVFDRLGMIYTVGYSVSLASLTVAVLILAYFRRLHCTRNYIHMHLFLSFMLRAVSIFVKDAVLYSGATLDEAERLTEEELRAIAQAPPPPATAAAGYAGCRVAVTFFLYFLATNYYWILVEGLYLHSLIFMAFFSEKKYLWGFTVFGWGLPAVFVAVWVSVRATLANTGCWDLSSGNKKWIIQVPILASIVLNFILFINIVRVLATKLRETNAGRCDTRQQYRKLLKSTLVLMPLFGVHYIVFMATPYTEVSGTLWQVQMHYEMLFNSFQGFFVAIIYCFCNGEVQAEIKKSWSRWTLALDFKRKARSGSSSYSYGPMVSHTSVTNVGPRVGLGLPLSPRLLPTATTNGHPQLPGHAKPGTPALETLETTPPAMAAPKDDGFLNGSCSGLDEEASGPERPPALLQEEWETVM
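HEK-293-derived GP2 cells expressing PTHR1 and a GloSensor cAMP reporter, 3,000/well, plated overnight, given luciferin plus IBMX (each 0.5 mM as added) for 1 h at 37 °C, then compound for 1 h at 37 °C. Luminescence was read after 15 min at room temperature.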
aSyn yeast inh: alpha-synuclein toxicity inhibition in yeast; actives 0.14% (n = 370,000); Yeast expressing alpha-synuclein, growth rescue, BacTiter-Glo, 24 h; AID 652106; Potency, µM (highest dose often 46.1 µM), for inactives: at the highest dose growth rescue (activation), usual class: activators; note: potency is the fitted concentration of half-maximal effect; % of control where 0% means no effect; nearly all actives have a fitted effect of over 65% in size
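Screening used galactose-induced yeast with toxic alpha-synuclein levels, exposed to compound for 24 hr at 30 deg C. Cell growth, read with BacTiter-Glo luminescence, gave the measured signal.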
HEK293 tox: cytotoxicity counter-screen for GLP-1 receptor inverse agonists; HEK293 cAMP-luciferase reporter cells, luminescence, 24 h; Potency, µM (top dose mostly 38.3 µM), for the others: at the top dose activity change, negative = inhibition, most hits filed as inhibitors; actives 0.13% (n = 410,000);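 note: loss of luciferase light is scored as toxicity; potency is the fitted concentration of half-maximal effect; % is set by controls: 0 for no effect and ±100 for the full control effect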
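Luminescence readout: signal drop marks cytotoxicity. Plated cells grew 12 h at 37 °C, 5% CO2, received 23 nL compound for 24 h, then got luciferase reagent, read after 12 min at RT.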
Starred values were filed as active, the others as inactive; i = inactive; ? = inconclusive; . = not tested or not shown; [ ] = remark or other dose. Unless noted, calls come from the whole dose curve; as a rule, active = well fitted curve in the direction sought with a large enough effect; inconclusive = small, poorly fitted or top-dose-only effect, or another doubt; inactive = no such curve, though single readings can be large; an effect the other way counts as inactive or inconclusive. Some of the compounds tested; count on the stated rates, not on these rows.

SMILES	GLP-1R agonist	GLP1R inv ag	TDP43 rescue	KB-V1 MDR tox	DRD3 agonist	DRD3 antagonist	PTHR1 agonist	aSyn yeast inh	HEK293 tox
O=C(Nc1ccccc1)OCN1C(=O)c2ccccc2C1=O	1%	10%	?	-7%	-1	1	-1%	?	-16%
Cc1oc(C)c2c(=O)cc(-c3ccc4c(c3)OCO4)cc(OC(=O)c3cccc(Br)c3)c12	.	-1%	1%	20%	0	.	12%	.	3%
Cc1ccccc1Cn1c(SCc2ccc(C(=O)N3CCCCC3)cc2)nc2ccncc21	.	-21%	3%	-12%	-5	.	-36%[inhibitor]	.	-5%
Cc1ccccc1N(C(=O)Cn1nnc(-c2cccs2)n1)C(C(=O)NCCC(C)C)c1ccco1 (stereo unspecified)	-6%	5.6µM*	0%	-29%	-8	-23	?	2%	6%
Cc1nn(-c2ccccc2)c2c1N(CCCC(=O)NCc1ccccc1)C(=O)CS2	.	?	?	16µM*	5	.	i	.	-15%
CN(CC(=O)Nc1ccc(F)cc1)C(=O)CN1C(=O)NC2(CCCc3ccccc32)C1=O (stereo unspecified)	0%	-16%	15%	-1%	6	2	i	4%	-4%
CCOCCC(=O)Nc1ccc2c(c1)c(=O)n(C)n2Cc1cccc(C(F)(F)F)c1	-8%	11%	8%	6%	3	21	-1%	1%	6%
Cc1nnc(SCC(=O)N/N=C/c2cc(Cl)c(O)c(Cl)c2)s1	-7%	9%	16%	-9%	2	21	-30%	1%	-1%
O=C(C=Cc1ccccc1)NCCNC(=O)C=Cc1ccccc1	-17%	3%	0%	?	3	1	i	-5%	-7%
Cc1cccc(NC(=O)c2ccc(CN3CCN(Cc4ccccc4)CC3)cc2)c1	1%	-11%	-12%	?	-4	14	-24%	0%	2%

Given as labelled records: 2 of the compounds above.
CN(CC(=O)Nc1ccc(F)cc1)C(=O)CN1C(=O)NC2(CCCc3ccccc32)C1=O (stereo unspecified)
  GLP-1R agonist = 0%; GLP1R inv ag = -16%; TDP43 rescue = 15%; KB-V1 MDR tox = -1%; DRD3 agonist = 6; DRD3 antagonist = 2; PTHR1 agonist = i; aSyn yeast inh = 4%; HEK293 tox = -4%

CCOCCC(=O)Nc1ccc2c(c1)c(=O)n(C)n2Cc1cccc(C(F)(F)F)c1
  GLP-1R agonist = -8%; GLP1R inv ag = 11%; TDP43 rescue = 8%; KB-V1 MDR tox = 6%; DRD3 agonist = 3; DRD3 antagonist = 21; PTHR1 agonist = -1%; aSyn yeast inh = 1%; HEK293 tox = 6%

Continued:
SMILES	GLP-1R agonist	GLP1R inv ag	TDP43 rescue	KB-V1 MDR tox	DRD3 agonist	DRD3 antagonist	PTHR1 agonist	aSyn yeast inh	HEK293 tox
CCOc1ccc(C(C(=O)NC2CCCC2)N(C(=O)CNC(=O)c2ccco2)c2cccnc2)cc1 (stereo unspecified)	1%	1%	-20%	1%	9	-24	i	-15%	9%
Cc1cc(C)n2nc(C(=O)Nc3cc(S(=O)(=O)N4CCCCC4)ccc3C)nc2n1	4%	8%	3%	7%	-4	10	-17%	3%	2%
Cc1ccc2nc(N3CCOCC3)c3nncn3c2c1	-3%	11%	0%	0%	0	13	-6%	-15%	0%
OCCC1CN(Cc2cc(F)ccc2F)CCN1CCCc1ccccc1 (stereo unspecified)	10%	?	7%	-6%	-18	-86*	-24%	2%	3%
CC1(c2ccc(Cl)cc2)NC(=O)N(CC(=O)Nc2ccc(N3CCCCC3)cc2)C1=O (stereo unspecified)	-14%	-1%	5%	-1%	2	-20	i	-3%	4%
O=C(Cc1c(F)cccc1Cl)c1ccc(O)cc1O	0%	-13%	16µM*	5%	4	5	i	-2%	-6%
COc1ccc2c(c1)C(NC(C)=O)C(=O)N2CCc1ccccc1 (stereo unspecified)	1%	20%	8%	0%	4	7	0%	2%	-15%
COCCNC(=S)N1CCC2CC1c1c(Cl)cccc12 (stereo unspecified)	6%	-7%	?	-13%	-5	-7	-22%	?	2%
CCn1c(C)[n+](CC)c2ccc(C(=O)N(C)c3ccccc3)cc21	2%	-3%	3%	9%	0	-3	i	-1%	-9%
O=C(COc1ccc2c3c(c(=O)oc2c1)CCCC3)NCCN1CCOCC1	8%	64%[activator]	4%	10%	-4	-4	i	0%	5%
O=C(NCC1CCCO1)C(=O)NCC(c1ccco1)N1CCN(c2ccccc2F)CC1 (stereo unspecified)	-1%	?	12%	-15%	51*	87	-2%	6%	-6%
O=C1c2ccccc2S(=O)(=O)c2cc(C(=O)N3CCN(c4ncccn4)CC3)ccc21	3%	3%	11%	-22%	10	7	-43%[inhibitor]	-1%	3%
CN(C(=O)Nc1cccc(C(F)(F)F)c1)C1CCCCC1	7%	15%	6%	15%	3	2	i	1%	11%
CCC[C@@H]1CCCO[C@@](C(=O)NCc2ccc(S(C)(=O)=O)cc2)(C(F)(F)F)C1	-2%	7%	15%	-1%	-15	-17	i	13%	4%
Cc1ccc2oc(C(=O)Nc3nnc(CC(C)C)s3)cc(=O)c2c1	.	3%	22%	18%	3	.	-1%	.	3%
Cc1ccc(OCC(=O)Nc2ccc([N+](=O)[O-])cn2)cc1C	5%	10%	3%	-5%	-3	-26	-33%[57.5 µM]	0%	67%[activator]
CCn1c(CNc2ccc(OC)cc2)nnc1SCC(=O)N1CCCc2ccccc21	-6%	-26%	-1%	-5%	1	0	-13%	12%	-23%
COc1ccc(OC(C)C(=O)N(C)Cc2nc(-c3ccccc3)no2)cc1 (stereo unspecified)	8%	-29%	?	?	-1	-7	-11%	1%	1%
O=C(Nc1ccc(Cl)cc1C(=O)Nc1ccc(Br)cn1)c1ccco1	-2%	-17%	-73%[inhibitor]	5.2µM*	2	15	i	-31%[inhibitor]	-14%
COc1ccc(-n2ccnc2SCC(=O)Nc2cc(C)on2)cc1	-4%	-9%	8%	?	-2	-3	-19%	2%	-6%
Cc1cccc(CN2CCN(Cc3cccc(-n4cccn4)c3)CC2CCO)n1 (stereo unspecified)	6%	-8%	-20%	6%	3	-16	i	-1%	0%
Cc1nc(NC(=O)CSc2nnc(Cn3nnc4ccccc43)n2C)sc1C	-2%	8%	7%	-6%	-5	-18	i	0%	-6%
CC(=O)NCCCc1c[nH]c2ccc(Cl)cc12	0%	1%	16%	0%	2	10	-16%	11%	0%
CCCC(=O)NC(=S)Nc1ccc(N2CCN(C(=O)c3cccs3)CC2)cc1	0%	?	?	?	1	4	-75%[inhibitor]	-4%	-24%
COC(=O)Cc1c(C)nc2nc(-c3ccccc3)[nH]n2c1=O	-2%	45%[activator]	4%	-1%	6	23	-4%[57.5 µM]	-10%	1%
CC1=C(C(N)=O)S(=O)(=O)c2ccccc21	-3%	2%	14%	22%	8	21	i	6%	0%
CCN(c1cccc(C)c1)S(=O)(=O)c1c(C)[nH]c(C)c1C(=O)N1CCCCC1	-1%	-8%	-23%	-1%	5	2	-1%	-3%	-4%
COc1ccc(NC(=O)c2coc(=O)c3ccccc23)cc1OC	.	9%	5%	8%	2	.	-24%	.	30%
O=C(NCC(c1cccs1)N1CCOCC1)c1cn(-c2ccccc2)nc1-c1ccc(Cl)cc1 (stereo unspecified)	-9%	-16%	-9%	7.3µM*	-7	-10	i	-1%	9%
Clc1cccc(OCCN2CCCC2)c1	1%	-4%	-22%	-12%	-11	-73*	?	-8%	-5%
COc1cccc(C(=O)Nc2nnc(-c3cccs3)o2)c1	-10%	-21%	0%	?	-3	5	-4%	7%	5%
Oc1ccc(Br)cc1/C=N/n1c(COc2ccccc2)n[nH]c1=S	-3%	4%	18%	0%	5	-4	-1%	6%	2%
CCOC(=O)[C@]12CCCC=C1N(CCc1ccc(OC)c(OC)c1)C(=O)[C@H](CC(=O)NCc1ccc(C)o1)C2	.	-4%	22%	?	9	3	i	-2%	-3%
COCCn1c(N)c(N(Cc2ccccc2)C(=O)c2oc3ccccc3c2C)c(=O)[nH]c1=O	1%	-8%[7.66 µM]	-20%	-7%	1	12	-28%	-1%	3%[7.66 µM]
O=S(=O)(Nc1ccncc1)c1ccccc1	-3%	1%	4%	6%	3	10	-6%	-4%	-2%
O=C(O)[C@@H]1CCCN1C(=O)c1ccccc1N1C(=O)[C@@H]2Cc3c([nH]c4ccccc34)C(c3cccc(Cl)c3)N2C1=O (stereo partly specified)	4%	-2%	0%	?	3	0	15%	-5%	16%
Cn1nc(C(C)(C)C)c(NC(=O)c2sccc2Cl)c1C(C)(C)C	16%	?	-13%	-6%	2	7	i	0%	-8%

Record cards, from the list above. Order of values: GLP-1R agonist, GLP1R inv ag, TDP43 rescue, KB-V1 MDR tox, DRD3 agonist, DRD3 antagonist, PTHR1 agonist, aSyn yeast inh, HEK293 tox
`Cc1cccc(NC(=O)c2ccc(CN3CCN(Cc4ccccc4)CC3)cc2)c1` as listed: 1%, -11%, -12%, ?, -4, 14, -24%, 0%, 2%
`CCOCCC(=O)Nc1ccc2c(c1)c(=O)n(C)n2Cc1cccc(C(F)(F)F)c1` as listed: -8%, 11%, 8%, 6%, 3, 21, -1%, 1%, 6%
`COc1cccc(C(=O)Nc2nnc(-c3cccs3)o2)c1` as listed: -10%, -21%, 0%, ?, -3, 5, -4%, 7%, 5%
`Cc1nnc(SCC(=O)N/N=C/c2cc(Cl)c(O)c(Cl)c2)s1` as listed: -7%, 9%, 16%, -9%, 2, 21, -30%, 1%, -1%
`COC(=O)Cc1c(C)nc2nc(-c3ccccc3)[nH]n2c1=O` as listed: -2%, 45%[activator], 4%, -1%, 6, 23, -4%[57.5 µM], -10%, 1%
